# KCC2 mod: modulators of human KCC2 chloride dependent transport; KCC2 cells, thallium flux FluoZin-2 fluorescence; hit rate 2.2% among 190,000; AID 1456; B-score of Tl+ flux slope (higher = more flux/activation; lower = inhibition) at 10 µM; Q9H2X9;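 active = thallium flux slope and its plate-corrected score both differing from the plate sample mean at a set confidence after two filtering rounds, in either direction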;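 note: slope of fluorescence scaled to starting intensity during 10 to 20 s after thallium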
# L929 necroptosis: blocks zVAD induced death of L929 cells; hit rate 0.38% among 220,000; viability rescue, % at 10 µM; L929 zVAD necroptosis rescue, ATP luminescence, 24 h; with zVAD 60 µM;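 active = activation, scaled between plate controls, above about 75%, limit read from the data; inactive = activation under that limit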;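 note: 0% = zVAD with DMSO and 100% = DMSO alone without zVAD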
# eIF4E 4G PPI: inhibitors of eIF4E and eIF4G interaction in translation initiation | AID 782 | P63073+Q04637 | inhibition, % at 21.7 µM | hit rate 0.37% among 220,000 | TR-FRET eIF4E-eIF4GI(517-606) binding, 2 h;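 active = inhibition above about 30%, limit read from the data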;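 note: 0% = full FRET control wells and 100% = background wells lacking eIF4GI fragment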
# TNF necrop inh: blocks TNF-alpha induced death of Jurkat FADD-/- cells | Jurkat FADD-/- TNF necroptosis rescue, ATP luminescence, 24 h; 0 = TNF only, 100 = no-TNF cells | activation (protection from cell death), % at 10 µM | hit rate 0.068% among 220,000 | AID 463075;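 active = activation, meaning protection from cell death, of at least 50% relative to plate controls; inactive = activation below 50%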;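 note: necroptosis triggered by 40 ng/mL TNF-alpha added together with compound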
# m-calpain inh: calpain II (pig) inhibition | hit rate 0.37% among 220,000 | purified calpain II, fluorogenic peptide substrate, 30 min | inhibition, % at 16 µM;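 active = inhibition above about 50%, limit read from the data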
# PERK inh: inhibitors of human PERK kinase. hit rate 0.17% among 220,000. inhibition, % at 5.6 µM. Q9NZJ5. CHO PERK-DD fusion, SEAP luminescence translation reporter. AID 1416;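 active = inhibition above the mean inhibition of all tested compounds plus 3 SD, set separately per screening campaign, cut at about 2.9% in these data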;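 note: PERK kinase domain activated by AP20187 dimerizer at 100 nM; 0% = DMSO with dimerizer and 100% = rapamycin at 8.4 µM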
# MDM2 E3 inh: blocks human Mdm2 ubiquitin ligase activity. Q00987. cell-based MDM2 ubiquitination luciferase reporter, 2 h; 0 = plate control, 100 = twice control, blank-subtracted. signal enhancement, % at 5 µM. hit rate 0.11% among 210,000. AID 1230;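 active = signal enhancement of 30% or more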;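 note: luminescence tracks abundance of the self-degrading MDM2-luciferase fusion protein; higher signal means inhibition of MDM2 E3 ligase activity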
# Target sequence (Q00987 whole entry, looked up, the tested form may be a part): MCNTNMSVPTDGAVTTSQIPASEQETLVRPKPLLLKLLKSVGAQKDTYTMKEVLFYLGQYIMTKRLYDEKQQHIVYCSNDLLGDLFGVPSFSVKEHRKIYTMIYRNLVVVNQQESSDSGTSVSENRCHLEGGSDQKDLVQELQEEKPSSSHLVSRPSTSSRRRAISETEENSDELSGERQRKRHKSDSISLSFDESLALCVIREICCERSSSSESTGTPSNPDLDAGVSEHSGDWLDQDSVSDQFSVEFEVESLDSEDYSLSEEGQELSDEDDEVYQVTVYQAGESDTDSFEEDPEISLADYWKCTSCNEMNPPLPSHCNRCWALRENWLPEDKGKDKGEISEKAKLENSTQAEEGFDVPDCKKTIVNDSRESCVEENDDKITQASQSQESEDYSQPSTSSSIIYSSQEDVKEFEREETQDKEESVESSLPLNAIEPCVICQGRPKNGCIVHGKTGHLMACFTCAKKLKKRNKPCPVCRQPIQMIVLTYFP
#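 Test system: stable mammalian line carrying autodegrading MDM2–luciferase fusion reporter; quantity: 2000 cells in each well; times: 4 h cell settling then 2 h compound exposure, 37 °C; detection: luminescence with SteadyLite reagent, 15 min at room temperature; evaluation: percent signal gain over controls, blank-subtracted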
# EBV gp42 inh: EBV gp42 inhibition; Q1HVG2; Fluorescence polarization binding assay, mP read-out; inhibition, % (tested at 21.74 µM); hit rate 0.42% among 220,000; AID 1085; in the data active = inhibition above about 50%
# Target sequence (Q1HVG2 whole entry, looked up): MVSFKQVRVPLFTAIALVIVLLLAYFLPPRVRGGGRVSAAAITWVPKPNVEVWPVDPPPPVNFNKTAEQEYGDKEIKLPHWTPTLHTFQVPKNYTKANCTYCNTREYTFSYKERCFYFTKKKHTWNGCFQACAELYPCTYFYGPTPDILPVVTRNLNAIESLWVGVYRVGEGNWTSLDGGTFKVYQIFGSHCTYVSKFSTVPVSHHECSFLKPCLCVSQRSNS
# Rad51 HR inh: blocks human Rad51 in homologous recombination | hRad51 DNA strand exchange, fluorescence dequenching | inhibition, % at 10 µM | hit rate 0.085% among 200,000 | AID 1385;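 active = inhibition above 40% at the single screening dose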;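 note: 0% = DMSO control wells and 100% = blanks with heterologous ssDNA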
# Target sequence (Q06609 whole entry, looked up): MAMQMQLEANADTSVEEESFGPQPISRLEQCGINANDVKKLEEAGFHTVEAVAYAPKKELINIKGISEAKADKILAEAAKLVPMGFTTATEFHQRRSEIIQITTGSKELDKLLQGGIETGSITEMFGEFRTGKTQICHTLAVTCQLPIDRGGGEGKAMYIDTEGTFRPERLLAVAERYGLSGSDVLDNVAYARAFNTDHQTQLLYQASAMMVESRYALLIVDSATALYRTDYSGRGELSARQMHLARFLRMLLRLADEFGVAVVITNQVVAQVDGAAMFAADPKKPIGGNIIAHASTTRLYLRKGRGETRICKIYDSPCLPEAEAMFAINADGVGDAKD
#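 Material: hRad51 filaments on single-stranded DNA; Reagent: Donor/quencher-labelled 47-bp dsDNA substrate; Compound: 10 µM final, single point; Schedule: 37 °C 15-min filament assembly, 30-min compound preincubation, 15-min exchange; Technique: FRET fluorescence, excitation 485 nm, emission 520 nm; Benchmarks: control wells and blank wells on each plate.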
# * hit, by the source's call; . = not tested or not shown; [ ] = dose if it differs, or a comment.
No.	canonical_smiles	KCC2 mod	L929 necroptosis	eIF4E 4G PPI	TNF necrop inh	m-calpain inh	PERK inh	MDM2 E3 inh	EBV gp42 inh	Rad51 HR inh
1	CN(C)c1nc(C#N)nc(N2CCOCC2)n1	0.0065	-0.2	-7	-2.3	13	0.0	-16	-37	1
2	COc1ccc(C/C(N)=N/OC(=O)COc2ccccc2C)cc1	-0.95	0.0	14	0.5	3	0.7	1	-19	-23
3	Cc1nnc2ccc(-c3ccc(NC(=O)c4ccc(Cl)nc4)cc3)nn12	0.018	15	-2	0.4	-23	1.0	0	-1	0
4	COc1ccc(-c2ccc([C@H]3[C@H]4C=CC[C@@H](C)[C@@H]4C(=O)N3Cc3ccccc3)c(F)c2)cc1C	0.6	3.6	5	3.5	13	.	11	-30	5
5	Cc1ccc(C(=O)COC(=O)CCC(=O)Nc2cc(Cl)ccc2Cl)cc1[N+](=O)[O-]	2.1	-0.1	-3	-3.0	23	0.7	10	-13	.
6	CCN1C(=S)SC(=O)C1=C1C=C(C)OC(C)=C1	0.72	0.7	0	1.4	-15	0.3	-12	-21	-5
7	COCCCNC(=O)c1cccs1	-0.34	-0.5	-9	0.8	-8	1.5	-17	-13	-6
8	COc1ccc(NC(=O)NN2CCOCC2)cc1OC	0.044	1.4	0	1.5	-11	1.4	0	-11	13
9	COc1ccccc1N1CCN(C(=O)c2ccc(Br)s2)CC1	-1.7	-0.2	2	0.4	-2	0.1	9	-3	8
10	COc1ccc(OC2OC3COC(c4ccco4)OC3C(O)C2NC(C)=O)cc1 (stereo unspecified)	-0.56	-0.1	-3	1.5	18	-0.4	.	-1	.
11	CCOC(=O)N1CCN(C(=O)CSCc2nc(-c3ccccc3C)oc2C)CC1	-0.61	-0.4	0[fluorescence artefact?]	-3.0	3	-0.4	-8	-20	-1
12	COC(=O)c1cc(CNC(=O)c2cccc(Cl)c2Cl)ccc1OC	-0.24	1.6	2	3.1	3	-0.1	-4	-1	7
13	COC(=O)[C@H](CCSC)NC(=O)Nc1cc(C)ccc1C	0.3	-1.0	-3	-1.5	-16	1.1	-11	-11	0
14	CCCCNC(=O)CSc1nc(COc2ccccc2)nc2ccccc12	-1.2	0.5	2	0.9	-3	0.5	5	2	-1
15	Cn1c(=O)c2c(nc(CN3CCN(C(c4ccccc4)c4ccccc4)CC3)n2CC(N)=O)n(C)c1=O	-2.6*	-0.3	-2[fluorescence artefact?]	-3.9	-11	-0.3	0	-1	-3
16	COC(=O)Cc1c(O)ccn(C2CC2)c1=O	-0.15	0.7	-2	-0.5	14	0.1	-18	0	-2
17	CN(C)c1nnnn1-c1ccccc1Oc1ncc(C(F)(F)F)cc1Cl	-0.35	1.6	0	3.1	26	0.0	-16	-12	-7
18	Cc1ccc2cccc(OCC(=O)Nc3ccc(N4CCOCC4)cc3)c2n1	-0.76	11	3	-3.1	13	-0.5	3	4	-3
19	CC(=O)c1cc(F)c(N2CCN(C(=O)C(C)(C)C)CC2)cc1C	.	0.0	-5	1.1	-2	-0.7	-11	-21	2
20	CCCCCCCC(=O)Nc1ccc(S(=O)(=O)Nc2nccs2)cc1	0.03	0.3	4	1.5	19	0.8	-14	20	.
21	CCn1cc(C2=NOC(C(=O)Nc3cc(C)nn3-c3ccccc3)C2)c(C)n1 (stereo unspecified)	4.6*	0.8	4[fluorescence artefact?]	3.7	-40	-0.4	-15	-11	4
22	O=c1sc2ccccc2n1COc1ccc(Cl)cc1	.	0.3	2	2.0	7	-0.6	-3	-8	9
23	CCOc1ccc(NC(=O)Nc2ccccc2C(N)=O)cc1	-0.44	1.5	-3	-0.2	-14	0.0	-5	12	.
24	COc1ccc(-c2cc(C(=O)Nc3ccc(O)cc3)c3ccccc3n2)cc1OC	-0.0096	10	1	-12	-10	-2.8	-23	-1	-4

# Results in KCC2 mod, PERK inh and eIF4E 4G PPI, for 4 of the compounds above:
No.	SMILES	KCC2 mod	PERK inh	eIF4E 4G PPI
20	CCCCCCCC(=O)Nc1ccc(S(=O)(=O)Nc2nccs2)cc1	0.03	0.8	4
3	Cc1nnc2ccc(-c3ccc(NC(=O)c4ccc(Cl)nc4)cc3)nn12	0.018	1.0	-2
19	CC(=O)c1cc(F)c(N2CCN(C(=O)C(C)(C)C)CC2)cc1C	.	-0.7	-5
24	COc1ccc(-c2cc(C(=O)Nc3ccc(O)cc3)c3ccccc3n2)cc1OC	-0.0096	-2.8	1

# Further results.
No.	canonical_smiles	KCC2 mod	L929 necroptosis	eIF4E 4G PPI	TNF necrop inh	m-calpain inh	PERK inh	MDM2 E3 inh	EBV gp42 inh	Rad51 HR inh
25	CCC1CCCCN1C1Sc2ccc(C(=O)OC)cc2NC1=O (stereo unspecified)	-0.083	0.3	-1	-0.5	19	-0.4	-13	-32	-5
26	COC(=O)C(Nc1nccs1)(OC)C(F)(F)F (stereo unspecified)	0.93	-0.1	-3	-4.2	17	0.3	-24	60*	.
27	CSc1oc(-c2ccco2)nc1S(=O)(=O)c1ccc(F)cc1	-0.13	0.8	1	1.8	-41	1.2	-6	-2	-4
28	COc1ccc(NC(=O)CSc2nnc(C3CCCCC3)o2)c(OC)c1	0.29	0.2	29	1.3	-16	-0.2	-4	-2	4
29	O=c1[nH]c(/C(=N\O)c2ccccc2)no1	0.21	0.4	4	0.7	-6	1.3	-11	-20	-7
30	CCN(CC)S(=O)(=O)c1cccc(-c2nnc(SC(C)C#N)n2Cc2ccccc2)c1 (stereo unspecified)	-0.79	-1.0	1[fluorescence artefact?]	-3.3	-20	-0.9	-17	-17	-14
31	CONc1nc2nonc2nc1NOC	-0.53	.	8	0.4	-13	0.5	4	3	-18
32	CC(NC(=O)CCNC(=O)c1ccccc1Cl)C1CC2CCC1C2 (stereo unspecified)	0.5	1.7	4	2.4	23	-1.0	-16	-5	-4
33	O=S(=O)(c1ccccc1)c1cnn2c(C(F)(F)F)cc(-c3ccccc3)nc12	1.4	0.1	5[fluorescence artefact?]	-0.4	-205	1.3	2	-13	4
34	Cc1cc2ccccc2n2c(SCC(=O)NCC3CCCO3)nnc12 (stereo unspecified)	0.98	1.6	-3	0.5	-35	1.1	-6	-1	1
35	FC(F)(F)c1ccc(C2[C@H]3CN(Cc4ccc(-c5ccccc5)cc4)[C@H](c4ccccc4)C34CC2(c2ccccc2)C4)cc1 (stereo partly specified)	0.21	0.0	-2	0.9	-28	.	18	-66	0
36	Cc1[nH]c2ccccc2c1C(=O)COC(=O)C1CC(=O)N(Cc2ccccc2)C1 (stereo unspecified)	-1.3	0.1	2[fluorescence artefact?]	-2.1	-1	0.1	-2	-11	1
37	COc1ccc(OCC(O)CN(C)C(=O)/C=C/c2cccc([N+](=O)[O-])c2)cc1 (stereo unspecified)	-1.3	6.4	1	0.3	-13	-1.0	-4	-4	-87
38	COc1ccc(N2CCN(C(=S)Nc3ccc(C)cc3)CC2)cc1	1.1	1.2	-1	-0.1	-9	0.6	3	-1	2
39	CC(=O)Cc1nsc(NC(=O)c2cc(-c3ccccc3Cl)oc2C)n1	.	1.0	3	1.6	-35	1.3	-20	-3	7
40	CN(C)/C=C/C(=O)c1ccccc1	2.1	0.7	0	2.0	17	1.8	.	-18	0
41	COc1ccc(OC)c(NC(=O)c2c(NC(=O)CCC(=O)O)sc3c2CCCCC3)c1	0.18	0.8	3	1.4	-16	1.0	-49	-26	-36
42	CCN(CC)S(=O)(=O)c1ccc2[nH]c(=O)cc(C(=O)Nc3ccc(C)cc3)c2c1	1.1	0.1	2	0.2	2	0.5	-5	-2	-6
43	Cc1ccc(C(=O)Cn2nnc3c(sc4nc5c(c(-c6ccccc6)c43)CCC5)c2=O)cc1	-0.2	-0.1	-2	-2.2	-118	-0.3	-18	-14	1
44	O=C(CN1c2cccc3cccc(c23)S1(=O)=O)N1CCOCC1	0.25	0.8	2	2.4	-189	0.4	4	-9	-7
45	CCOC(=O)CN(C(=O)COc1nc(C)cc(C)c1C#N)c1ccc(F)cc1	0.17	-1.0	1	1.2	22	-1.1	-13	-10	-9
46	CCC(CC)c1nnc(NC(=O)c2c(-c3ccccc3)noc2C)s1	0.017	0.0	0	0.4	8	0.2	-15	0	-9
47	O=C(/C=C/Nc1ccc(S(=O)(=O)Nc2ncccn2)cc1)c1cccs1	.	2.0	2	-0.7	-12	1.3	-8	-19	19
48	CNS(=O)(=O)c1cccc(C(=O)OCC(=O)c2c(N)n(C)c(=O)n(C)c2=O)c1	0.28	-0.4	-1	-0.3	11	-1.5	-3	-8	-4
49	Cc1ccc(-c2cc(C(=O)NCc3ccc4c(c3)OCO4)no2)cc1	0.79	-0.1	3	-0.1	-12	0.4	2	-2	-4
50	COc1ccc(C2=C(c3ccc([N+](=O)[O-])cc3)C(=O)OC2)cc1	0.23	0.5	6	0.0	-21	0.8	-5	-27	-30
51	CCNC(=S)Nc1ccc(Cl)c([N+](=O)[O-])c1	-0.95	1.1	0	2.3	9	0.2	-3	3	-4
52	COc1ccc(/C=C(/CC(=O)Nc2ccccc2)c2nc3ccccc3s2)cc1	-0.63	0.2	-2	1.7	-24	0.7	11	-15	-8
53	CCCCC(CC)C(=O)NCCCN1CCN(CCCNC(=O)C(CC)CCCC)CC1 (stereo unspecified)	1.9	-0.5	-5	-0.5	10	0.3	-10	8	-3
54	Cc1cc(C)c(S(=O)(=O)N(CC(=O)O)CC(=O)O)c(C)c1	0.42	-0.8	5	0.3	-7	0.0	-27	-22	4
55	CCOc1ccc(C(CCc2ccccc2)NC(=O)c2ccccc2)cc1OCC (stereo unspecified)	-1.1	-0.7	-3	3.1	-10	0.0	-10	-13	.
56	Cc1ccc(S(=O)(=O)/N=S(/C)c2ccccc2)cc1 (stereo unspecified)	-0.76	0.4	6[fluorescence artefact?]	-0.7	-30	0.8	-4	-27	-7
57	C=CCn1c(Br)nc2c1c(=O)[nH]c(=O)n2C	0.091	0.2	-8	-1.7	-19	1.1	-16	-21	-2
58	COc1ccc(CCn2c(=N)c(C(=O)NCc3ccco3)cc3c(=O)n4cccc(C)c4nc32)cc1	.	-1.1	-19	-8.0	-48	0.3	-8	-8	2
59	N/C(CSc1ncccc1C(F)(F)F)=N\O	0.3	-0.5	1	-0.4	-15	1.2	-12	-10	15
60	O=C(O)c1ccc(N/N=C/c2ccc(C(F)(F)F)cc2)cc1	0.71	1.6	-3	0.5	-61	-0.1	-1	-2	-44
61	COC(=O)c1ccc(NC(=O)COC(=O)c2cccc3c(=O)c(C)c(-c4ccccc4)oc23)cc1	-2.1	2.6	2	-1.0	-13	0.9	-16	0	-7
62	Cn1ccnc1SCC(=O)NC12CC3CC(CC(C3)C1)C2	-0.019	0.6	-6	0.5	-8	0.3	-10	-14	1
63	COc1cc(/C=N/n2cnnc2)ccc1OCc1ccc(C)cc1	0.0056	-0.5	4	0.6	-15	-0.5	-8	-7	2
64	O=C(O)c1cc(=O)cc(C(=O)O)[nH]1	1.4	-0.2	-2	-0.6	14	2.1	6	2	5
65	COCCNC(=O)C(c1ccc(OC)cc1)N(C(=O)Cn1nnc2ccccc21)c1cccnc1 (stereo unspecified)	-0.29	3.7	1	-0.8	-29	0.7	-11	-17	-15

# Screening data deposited in PubChem BioAssay by several laboratories.
